High-throughput results: PubChem, The Scripps Research Institute Molecular Screening Center
CHO-K1 Ca antag: M1 antagonist counterscreen hit in parental CHO-K1 cells; ATP-induced calcium, Fluo-8 fluorescence; inhibition, % at 3 µM; hit rate 0.6% among 360,000;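 active = inhibition above a per-plate cutoff, the plate's mean sample inhibition plus 3 SD, cut at about 24% in these data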;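 note: 0% = DMSO plus EC80 ATP and 100% = DMSO alone without ATP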
CHO-K1 Ca PAM: counter-screen for M1 PAMs: effect in parental CHO-K1 cells. ATP EC20, Fluo-8 calcium fluorescence; 0% at ATP EC20, 100% at ATP max. activation, % at 3 µM. hit rate 0.02% among 360,000. AID 602247;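 active = activation above the run cutoff, the mean activation of all test compounds plus 3 SD, cut at about 40% in these data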;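 note: peak over basal fluorescence ratio in a 140 s read after ATP addition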
TAAR1 ag: agonists of human TAAR1 | AID 624467 | activation, % at 3 µM | CHO RD-HGA16 TAAR1, Fluo-8 calcium fluorescence; vehicle wells 0%, saturating PEA agonist 100% | hit rate 0.99% among 360,000 | Q96RJ0;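 active = activation above the mean activation of all test compounds in the run plus 3 SD, cut at about 38% in these data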
Target sequence (Q96RJ0 whole entry, looked up): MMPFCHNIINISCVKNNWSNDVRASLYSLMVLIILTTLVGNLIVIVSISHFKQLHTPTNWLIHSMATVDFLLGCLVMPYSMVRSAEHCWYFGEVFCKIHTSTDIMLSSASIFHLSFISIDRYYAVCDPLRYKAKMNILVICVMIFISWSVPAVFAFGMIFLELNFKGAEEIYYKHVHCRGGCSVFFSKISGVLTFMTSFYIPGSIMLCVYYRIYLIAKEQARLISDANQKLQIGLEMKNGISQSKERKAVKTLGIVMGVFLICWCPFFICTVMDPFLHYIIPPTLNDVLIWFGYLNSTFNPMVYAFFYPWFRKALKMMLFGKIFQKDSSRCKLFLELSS
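Benchmarks: low control DMSO, high control PEA (EC100); System: CHO RD-HGA16 cells carrying human TAAR1 plus Gα16; Detection: Fluo-8 fluorescence, 5 s baseline then 140 s kinetic read; Schedule: 17-24 h plating, Fluo-8 75 min 37 °C, 30 min RT; Read-out basis: % activation from peak over basal fluorescence ratio, DMSO-to-PEA scaled.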
TAAR1 antag: antagonists of human TAAR1 | CHO RD-HGA16 TAAR1, Fluo-8 calcium fluorescence, antagonist | inhibition, % at 3 µM | hit rate 1.5% among 360,000 | AID 624466;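 active = inhibition above a per-plate cutoff, the mean inhibition of test compounds on that plate plus 3 SD, cut at about 49% in these data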;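 note: 0% = DMSO plus EC80 beta-PEA response and 100% = DMSO alone without agonist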
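Assay system: RD-HGA16 CHO cells with stable hTAAR1 and Gα16 / Reagent: EC80 β-phenethylamine stimulus / Doses: 3 µM, single point / Timing: dye loading 75 min at 37 °C, then 30 min room temperature / Measured by: Fluo-8 intracellular calcium dye fluorescence, real-time kinetic reads / Controls: vehicle wells and EC80 agonist wells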
M1 ag parental: M1 agonist counterscreen hit in parental CHO-K1 cells. Fluo-8 calcium fluorescence; scaled to maximal ATP response, vehicle zero. activation, % at 3 µM. hit rate 0.48% among 360,000; in the data active = activation above about 15%;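 note: untransfected CHO-K1 host cells lacking M1 receptor as counterscreen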
M1 ag: human M1 muscarinic receptor agonism; hit rate 0.33% among 360,000; CHO-K1 hM1, Fluo-8 calcium fluorescence, agonist mode; 0% DMSO, 100% acetylcholine EC100; activation, % at 3 µM;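 active = activation above the run's mean compound activation plus 3 SD, cut at about 16% in these data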;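 note: peak over basal fluorescence ratio within a 140 s kinetic read after compound addition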
Target sequence (P11229 whole entry, looked up): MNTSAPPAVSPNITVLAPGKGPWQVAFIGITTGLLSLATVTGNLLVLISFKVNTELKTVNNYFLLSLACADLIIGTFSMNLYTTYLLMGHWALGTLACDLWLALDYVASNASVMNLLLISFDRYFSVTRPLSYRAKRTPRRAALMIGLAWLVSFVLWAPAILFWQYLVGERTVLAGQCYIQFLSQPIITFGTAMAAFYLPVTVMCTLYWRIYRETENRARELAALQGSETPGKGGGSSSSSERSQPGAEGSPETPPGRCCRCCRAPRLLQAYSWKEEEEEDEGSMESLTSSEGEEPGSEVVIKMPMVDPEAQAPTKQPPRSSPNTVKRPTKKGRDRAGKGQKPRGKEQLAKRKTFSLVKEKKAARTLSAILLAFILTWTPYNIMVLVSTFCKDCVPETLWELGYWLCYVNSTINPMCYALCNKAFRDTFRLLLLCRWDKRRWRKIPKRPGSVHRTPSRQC
M1 PAM: human CHRM1 positive allosteric modulation; P11229; CHO-K1 hM1, Fluo-8 calcium fluorescence, ACh EC20; 0% = ACh EC20, 100% = maximal ACh; activation, % at 3 µM; hit rate 0.088% among 360,000; AID 588819; in the data active = activation above about 19%, passing the limit was not always enough
CHRM1 antagonist: blocks human M1 muscarinic receptor | CHO-K1 hM1, Fluo-8 calcium fluorescence, ACh EC80 antagonist | inhibition, % at 3 µM | hit rate 1.3% among 360,000 | P11229;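 active = percent inhibition above its own plate's cutoff, namely the mean of that plate's compound wells plus 3 SD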;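 note: peak over basal fluorescence ratio during 140 s after agonist addition; 0% = ACh EC80 plus DMSO and 100% = DMSO alone without agonist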
CHO parental Ca: signal in parental CHO cells, OX1R antagonist counter-screen; parental CHO-K1, ATP-induced calcium, Fluo-8 fluorescence; inhibition, % at 5.6 µM; hit rate 0.63% among 330,000;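 active = inhibition above that plate's mean sample inhibition plus 3 SD, cut at about 26% in these data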;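 note: 0% = ATP-challenged DMSO wells and 100% = DMSO wells without ATP; some compounds past the cut are filed as inactive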
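Test system: untransfected parental CHO cell line. Compound: one dose, 5.6 µM nominal. Detection: intracellular calcium via Fluo-8 no-wash fluorescent dye. Measure: % inhibition. Benchmarks: ATP-challenged DMSO wells low, unchallenged DMSO wells high.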
* marks the source's active call; other numbers are inactive results; . = no result given. Not a hit list. About 4.4% of those tested had a hit in this group.

Compound	CHO-K1 Ca antag	CHO-K1 Ca PAM	TAAR1 ag	TAAR1 antag	M1 ag parental	M1 ag	M1 PAM	CHRM1 antagonist	CHO parental Ca
Cc1ccccc1N1C(=O)C2C3C=CC(C2C1=O)N(C)C3=O (stereo not given)	-26	8	2	-9	0.4	-2	11	-9	-18
CCOC(=O)c1c(NC(=O)/C=C/c2ccc(C)o2)sc(C)c1C	-7	15	25	-26	0.3	-4	1	7	-12
O=C(NCC1CCS(=O)(=O)C1)NCC1CCS(=O)(=O)C1 (stereo not given)	-4	15	1	3	0.5	-6	4	-6	-10
O=C(Cc1cccc(NC(=O)C2CCN(C(=O)C3CCCC3)CC2)c1)Nc1cccc(C(=O)N2CCCCC2)c1	-19	9	6	-18	-0.4	-3	8	-3	.
Cc1nc(-c2ccc(NC(=O)c3ccccc3)cc2)cs1	-4	16	15	16	4.4	9	10	-5	-6
COc1cc(S(=O)(=O)NCc2ccccn2)c(OC)cc1Cl	-11	30	6	-16	1.2	5	7	0	-11
Clc1ccccc1OCc1nnc(-c2ccccc2)o1	-19	-5	2	-7	0.7	-6	0	-4	-26
O=C(c1ccccc1)c1ccc(-n2ccnc2)c([N+](=O)[O-])c1	-6	-8	3	-5	5.8	1	0	-1	-1
CCC(CC)N1CCN(CCc2ccccc2)C(CCO)C1 (stereo not given)	5	-3	1	-2	0.0	-14	-4	-4	-26
Cc1ccc(O)c(N=CC2=C(O)c3ccccc3C2=O)c1	-11	20	10	8	1.4	-4	3	-19	-34
COc1cc(C(=O)NNC(=O)c2ccccc2OCc2c(C)noc2C)cc(OC)c1OC	3	1	0	-11	0.0	-3	1	6	-24
Cc1ccc(C)c(OCC(=O)Nc2ccccc2C(=O)N2CCN(C)CC2)c1	7	4	2	-8	1.2	-3	3	-7	-20
Cc1c(C(=O)NCc2ccc3c(c2)OCCO3)sc(=O)n1Cc1ccc2c(c1)OCO2	12	-11	3	25	1.4	-4	-1	-9	.
CSc1ccc(S(=O)(=O)N2CCC(C(=O)NCCc3ccccc3)CC2)cc1	8	6	4	-2	0.1	-1	6	-10	.
Cc1cc(C)c(NS(=O)(=O)c2ccccc2)c(C)n1	4	-3	0	-8	-0.2	1	14	-14	.
COC(=O)c1cc(C#N)c(=O)[nH]c1C	-21	9	4	10	1.3	-5	3	-6	-11
Cc1ccc(S(=O)(=O)N2CCOCC2)cc1NC(=O)CN1C(=O)NC2(CCCC2)C1=O	-7	2	4	-23	0.2	-1	1	-5	0
CC(C)NC(=O)C1CC(=O)N(C(C)c2ccccc2)C1 (stereo not given)	3	-1	0	17	0.3	-6	6	-3	-3
COc1ccc(C2=C(N)c3ccccc3C2=O)cc1	-5	6	.	.	-0.7	0	8	-23	3
COCCn1c(C)c(C)c2c(NCCc3ccccc3)ncnc21	-2	-2	16	-4	6.7	-7	-8	14	.
COC(=O)CNC(=O)COC(=O)c1ccc(Cl)nc1	-22	20	4	-24	0.8	-4	8	-3	-10
Cc1ccc([C@H]2C[C@H](n3cc(COC(=O)c4ccccc4)nn3)[C@@H](O)CN2Cc2cccs2)cc1	-13	1	0	-8	0.2	-3	-2	3	.
COC(=O)C1CCN(C(=O)C2CCN(C(=O)[C@@H](NS(=O)(=O)c3ccc(C)cc3)C(C)C)CC2)CC1	-6	2	1	3	-0.2	-1	6	-16	-10
COc1ccc(C(=O)/C=C/C(=O)N(CC(=O)NC2CCCCC2)Cc2ccccc2OC)c(O)c1	-17	14	8	0	1.2	-3	6	-2	.
CCCCc1c(O)nc(SCC(=O)Nc2ccc(C)cc2)n(-c2ccc(OC)cc2)c1=O	-13	3	2	-15	0.7	-1	2	-8	-4
CCc1nnc(NC2=NCCC2)s1	-4	17	3	4	0.4	-6	10	-3	-4
C=CCn1c(SCC(=O)Nc2ccc(C(=O)OCC)cc2)nnc1-c1cccs1	2	8	7	11	0.2	0	3	-3	-14
COc1ccccc1C(=O)OCC(=O)Nc1cccc(S(=O)(=O)N2CCCC2)c1	-12	19	4	-40	8.7	-4	0	-4	.
NC(=O)c1cn(-c2ccccc2)nc1-c1cccnc1	-4	-7	1	3	0.4	-2	2	0	-5
CC(OC(=O)c1ccc2c(c1)OCO2)C(=O)NC1CCCCC1C (stereo not given)	-8	-16	0	-6	-0.1	-3	8	-5	.
Cc1nn(CC(=O)NCCCN2CCCCC2)c(=O)c2cc(-c3ccccc3)nn12	-4	-19	0	-15	0.0	-5	7	-13	-7
COc1ccc2oc(=O)cc(-c3cc4cccc(OC)c4o3)c2c1	-8	18	1	1	0.7	-2	9	-15	5
COc1ccc(NC(=O)CC(NC(C)c2ccccc2)C(=O)O)cc1 (stereo not given)	-16	18	0	8	0.9	-2	6	-5	4
CN1C(=O)CC(N2CCC(c3nc4ccccc4[nH]3)CC2)C1=O (stereo not given)	-14	24	2	-22	1.3	-1	9	-13	-19
CCN(CC)S(=O)(=O)c1ccc(S(=O)(=O)N2CCCC2)cc1	19	-18	2	4	1.5	-14	-13	12	2
Clc1cccc(Cl)c1Cn1cnc(=NCc2ccco2)c2[nH]cnc21	-6	0	8	5	0.9	-9	-5	4	-6
COC1CCCCC1NS(=O)(=O)c1ccc(Cl)cc1 (stereo not given)	-10	21	-1	-15	0.0	-3	3	-8	-9
COc1ccc(C(=O)NCCN2CCOCC2)c(OC)c1OC	-5	-2	1	-4	0.1	-4	-2	13	-5
Cc1ccc(-c2c(C)nn3c(N4CCOCC4)cc(C)nc23)cc1	-12	-11	-1	-10	-1.7	-4	-1	0	.
CC1=C(C(=O)Nc2ccccc2C(=O)NC2CCCCC2)SCCO1	-5	-4	3	-5	0.2	-4	2	2	-17

Reformatted with two lines to a compound: entries from further up
Order of values – CHO-K1 Ca antag, CHO-K1 Ca PAM, TAAR1 ag, TAAR1 antag, M1 ag parental, M1 ag, M1 PAM, CHRM1 antagonist, CHO parental Ca
COc1cc(S(=O)(=O)NCc2ccccn2)c(OC)cc1Cl
→ -11, 30, 6, -16, 1.2, 5, 7, 0, -11
Clc1ccccc1OCc1nnc(-c2ccccc2)o1
→ -19, -5, 2, -7, 0.7, -6, 0, -4, -26
O=C(c1ccccc1)c1ccc(-n2ccnc2)c([N+](=O)[O-])c1
→ -6, -8, 3, -5, 5.8, 1, 0, -1, -1

Further records.
Compound	CHO-K1 Ca antag	CHO-K1 Ca PAM	TAAR1 ag	TAAR1 antag	M1 ag parental	M1 ag	M1 PAM	CHRM1 antagonist	CHO parental Ca
O=[N+]([O-])c1cc(-c2cccnc2)n[nH]1	-19	17	0	-1	1.0	-1	10	-14	.
O=C(CCCN1C(=O)c2ccccc2C1=O)Nc1nccs1	-14	11	4	8	0.9	-3	6	-7	-13
Cc1ccccc1CSc1nnc(C)n1N	-21	4	3	-11	-0.6	-2	2	-1	-3
COc1cccc(C(=O)n2ccc(-c3cccs3)n2)c1	-8	6	5	-30	1.7	-3	-2	6	-12
CCC(=O)N1CCN(c2cc(NCC3CCCO3)c(F)cc2[N+](=O)[O-])CC1 (stereo not given)	-18	19	2	-30	0.6	-6	8	-6	-21
O=C(OCC(=O)N1CCCc2ccccc21)c1ccc(F)c(S(=O)(=O)N2CCOCC2)c1	16	-22	5	-8	0.6	-2	6	0	-17
CCC(C(=O)NC1CCCCCC1)n1nc(C)c2c(C)n(-c3ccccc3)nc2c1=O (stereo not given)	12	-2	-4	-24	-0.6	-5	3	-10	-22
COc1ccc(CNC(=O)CCCNC(=O)c2ccc(Cl)cc2)cc1OC	-1	19	-1	4	0.0	0	8	-7	-28
COc1cc(/C=N/NC(=O)c2sc(N)c(C#N)c2C)cc(Br)c1O	18	3	18	41	1.8	-2	-4	15	-12
CC1CCN(C(=O)COC(=O)c2ccccc2C(=O)c2ccccc2)CC1	-7	6	6	-8	0.7	-3	-2	-9	-13
CC(C)=CCC/C(C)=C/C(=O)O	4	6	2	-8	0.5	1	9	-11	-9
COc1ccc(N2CCN(C(=O)Cc3ccc(OC)c(OC)c3)CC2)cc1	-2	9	0	-19	3.3	1	1	1	-1
C=CCN1C(=O)/C(=C2/Sc3ccc(OC)cc3N2C)SC1=Nc1cccc(O)c1	-3	-1	3	21	-0.3	-6	2	1	-10
CC(C)CC(=O)Nc1nnn(C)n1	-4	11	0	-1	0.7	-4	10	-6	3
CCCCn1c(N)c(N(CCOC)C(=O)c2ccc3c(c2)OCCO3)c(=O)[nH]c1=O	-6	3	5	-21	1.1	-1	5	-1	-8

Reprinted at random: two entries already listed
Compound	CHO-K1 Ca antag	CHO-K1 Ca PAM	TAAR1 ag	TAAR1 antag	M1 ag parental	M1 ag	M1 PAM	CHRM1 antagonist	CHO parental Ca
O=[N+]([O-])c1cc(-c2cccnc2)n[nH]1	-19	17	0	-1	1.0	-1	10	-14	.
COc1ccc(N2CCN(C(=O)Cc3ccc(OC)c(OC)c3)CC2)cc1	-2	9	0	-19	3.3	1	1	1	-1
